Screens as filed in PubChem BioAssay.
PPC-1+TRAIL kill = kills PPC-1 cancer cells in the presence of TRAIL; 0.41% of 220,000 active; PPC-1 cells + TRAIL, ATPLite viability luminescence; cell killing (% activity), % at 4 µM;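 active = cell killing above 50% in the first pass at 4 µM, then a duplicate retest at 5 µM averaging 50% or more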;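 note: plate controls were cells with TRAIL plus DMSO for no effect and medium-only wells lacking cells for full effect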
TNF necrop inh = inhibitors of TNF-alpha induced necroptosis in Jurkat FADD-/- cells; Jurkat FADD-/- TNF necroptosis rescue, ATP luminescence, 24 h; 0 = TNF only, 100 = no-TNF cells; activation (protection from cell death), % at 10 µM; 0.068% of 220,000 active; AID 463075;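 active = activation, meaning protection from cell death, of at least 50% relative to plate controls; inactive = activation below 50%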;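 note: necroptosis triggered by 40 ng/mL TNF-alpha added together with compound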
Runt-SMMHC FRET = blocks binding of human RUNX1 Runt domain to CBFb-SMMHC; Q01196+Q13951; inhibition, % at 20 µM; Cerulean-Runt/Venus-CBFb-SMMHC FRET ratio 530/480, 1 h; 0.74% of 220,000 active; AID 1434;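 active = mean inhibition across duplicate retests at 20 µM reaching about 50%, limit read from the data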;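 note: 0% = DMSO wells and 100% = wells with excess untagged CBFb-SMMHC; inhibitors lower the FRET ratio by blocking Runt binding to CBFb-SMMHC; some results filed as inactive read as strong as hits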
TRPML3 agonist = activates the human TRPML3 channel | Q8TDD5 | HEK293 TRPML3-YFP, Fluo-8 calcium fluorescence; 100% = the carbachol control signal | activation, % at 3 µM | 0.29% of 220,000 active;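 active = activation above its plate's cutoff, the mean activation of the plate's test wells plus 3 SD, cut at about 12% in these data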;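 note: 0% = DMSO only wells and 100% = carbachol wells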
Target sequence (Q8TDD5 whole entry, looked up): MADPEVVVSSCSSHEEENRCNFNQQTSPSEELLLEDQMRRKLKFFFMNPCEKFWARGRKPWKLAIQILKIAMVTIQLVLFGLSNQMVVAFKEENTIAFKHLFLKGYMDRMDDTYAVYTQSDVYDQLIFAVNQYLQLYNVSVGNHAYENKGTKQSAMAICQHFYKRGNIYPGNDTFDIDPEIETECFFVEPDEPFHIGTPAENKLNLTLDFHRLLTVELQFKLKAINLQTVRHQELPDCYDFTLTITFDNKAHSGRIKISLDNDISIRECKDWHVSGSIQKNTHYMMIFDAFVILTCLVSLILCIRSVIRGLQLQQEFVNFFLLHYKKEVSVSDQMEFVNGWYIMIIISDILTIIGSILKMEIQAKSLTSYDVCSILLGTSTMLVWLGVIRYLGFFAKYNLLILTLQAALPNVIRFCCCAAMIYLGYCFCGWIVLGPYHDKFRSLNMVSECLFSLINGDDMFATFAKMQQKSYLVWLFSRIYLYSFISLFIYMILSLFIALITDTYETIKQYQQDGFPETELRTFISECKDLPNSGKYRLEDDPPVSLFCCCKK
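Test system – HEK293 line with stable expression of human TRPML3-YFP channel · Control set – carbachol 87 µM final as high control (100%), DMSO as low control (0%) · Signal – Fluo-8 calcium dye fluorescence, ex 470-495, em 515-575 nm · Incubation – 1-h 37 °C dye load, 5-s basal, 120-s post-compound reads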
EBV gp42 block = EBV gp42 inhibition; AID 1085; Q1HVG2; inhibition, % (tested at 21.74 µM); Fluorescence polarization binding assay, mP read-out; 0.42% of 220,000 active; in the data active = inhibition above about 50%
Mdm2 ligase inh = blocks human Mdm2 ubiquitin ligase activity. Q00987. cell-based MDM2 ubiquitination luciferase reporter, 2 h; 0 = plate control, 100 = twice control, blank-subtracted. signal enhancement, % at 5 µM. 0.11% of 210,000 active. AID 1230;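 active = signal enhancement of 30% or more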;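 note: luminescence tracks abundance of the self-degrading MDM2-luciferase fusion protein; higher signal means inhibition of MDM2 E3 ligase activity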
Target sequence (Q00987 whole entry, looked up, the tested form may be a part): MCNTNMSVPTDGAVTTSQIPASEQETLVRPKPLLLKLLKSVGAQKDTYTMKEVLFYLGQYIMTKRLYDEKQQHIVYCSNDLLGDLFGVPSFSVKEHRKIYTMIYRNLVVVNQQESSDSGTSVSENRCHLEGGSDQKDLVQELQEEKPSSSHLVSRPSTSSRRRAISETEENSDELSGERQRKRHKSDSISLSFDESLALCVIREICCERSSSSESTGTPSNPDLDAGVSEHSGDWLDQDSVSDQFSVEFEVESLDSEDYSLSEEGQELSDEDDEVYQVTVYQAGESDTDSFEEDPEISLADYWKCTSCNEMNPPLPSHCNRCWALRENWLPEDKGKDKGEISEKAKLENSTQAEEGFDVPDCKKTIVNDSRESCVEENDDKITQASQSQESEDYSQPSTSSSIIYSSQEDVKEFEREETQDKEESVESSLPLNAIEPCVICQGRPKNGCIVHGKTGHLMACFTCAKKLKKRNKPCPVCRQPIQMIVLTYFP
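Timing – 2 h compound exposure at 37 °C · Assay system – mammalian cells stably expressing self-ubiquitinating, self-degrading MDM2 E3–luciferase fusion · Amount – 2000 cells seeded into each well · Measure – % luminescence enhancement versus blank-corrected plate control mean · Measured by – SteadyLite luminescence, 15 min reagent step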
zfTRPN1 agonist = zebrafish TRPN1 (NompC) channel agonism; 0.18% of 220,000 active; activation, % at 3 µM; HEK293 zebrafish TRPN1-YFP, Fluo-8 calcium fluorescence; 100% = response to 87 µM carbachol;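 active = activation above its plate's cutoff, the mean activation of test wells on that plate plus 3 SD, cut at about 19% in these data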;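 note: 0% = DMSO alone and 100% = 87 µM carbachol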
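Assay system: Zebrafish TRPN1-YFP in HEK293 cells | Incubation: Dye loading 1 h at 37 °C, then 30 min room temperature | Measured by: Kinetic Fluo-8 fluorescence, ex 470-495, em 515-575 nm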
CHOP inhibitor = inhibitors of CHOP induction in ER stress response | CHO-K1 CHOP-promoter luciferase, tunicamycin-induced, 15-18 h | inhibition, % at 10 µM | 3.8% of 220,000 active | AID 2732;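 active = compounds that reduced the stress-induced luciferase reporter signal by more than about 70% of percent inhibition, limit read from the data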;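 note: 0% = tunicamycin plus vehicle and 100% = wells without tunicamycin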
NCF1 inh = blocks human p47phox regulatory protein of NADPH oxidases; p47phox/p22phox peptide binding, fluorescence polarization, 2 h; P14598; 0.53% of 220,000 active; inhibition, % at 24.7 µM;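 active = inhibition above about 30%, limit read from the data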;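 note: 0% = p47phox with labelled peptide and 100% = labelled peptide alone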
Starred values were filed as active, the others as inactive; . = not tested or not shown.

SMILES	PPC-1+TRAIL kill	TNF necrop inh	Runt-SMMHC FRET	TRPML3 agonist	EBV gp42 block	Mdm2 ligase inh	zfTRPN1 agonist	CHOP inhibitor	NCF1 inh
Cc1cccc(/N=C/c2c(O)[nH]c3ccccc23)n1	20.3	-2.4	-1.2	-1.4	-19.9	-27.1	-0.5	37.0	-12.4
CC(=O)c1c(O)cc(C(C)C)n(-c2ccccc2)c1=O	-12.6	1.0	0.6	1.1	-20.3	-3.2	1.1	13.2	-9.8
CCOc1cc(NC(=S)NCCOC)c(OCC)cc1NC(=O)c1cccs1	7.6	1.0	-2.0	-1.5	-10.8	-3.4	-1.5	13.9	-14.8
CCOC(=O)C1=C(C)OC(N)=C(C#N)C1c1cc2cc(C)ccc2nc1N1CCCCC1 (configuration not stated)	14.8	-3.2	-2.5	0.9	33.5	2.8	0.1	31.6	48.6*
Cc1ccc(/C=N/NC(=O)Cc2cccn2C)s1	12.2	1.5	-0.3	1.1	-15.5	-3.9	1.8	29.9	-11.2
CCOC(=O)C1(CCOc2ccccc2)CCN(Cc2cccc3c2OCO3)CC1	4.3	4.0	-1.0	1.0	-5.9	-11.0	0.8	27.1	-6.2
Cc1ccc(S(=O)(=O)N(C(=O)c2ccncc2)c2ccc(OC(=O)c3ccncc3)cc2)c(C)c1	8.4	1.9	-10.0	0.1	9.2	-23.3	-0.3	28.2	9.4
CC1CC(C)CN(C(=O)c2cccc(S(=O)(=O)Nc3cc(C(F)(F)F)ccc3Cl)c2)C1 (configuration not stated)	10.1	1.5	7.3	0.7	-1.3	-14.6	2.5	3.1	-3.3
CC(CN1CCN(C)CC1)OC(=O)c1cccc(Cl)c1 (configuration not stated)	-1.9	2.9	-0.5	1.0	-1.5	.	2.2	-8.7	-3.2
COc1ccc2c(c1)C1=NN(/C(C)=C/C(C)=O)C(c3cccc(F)c3)C1CC2 (configuration not stated)	14.7	13.2	6.4	-0.6	2.2	22.7	-0.9	49.3	-33.7
FC(F)(F)Sc1ccc(NC(=S)NCc2ccccc2)cc1	1.1	1.9	-3.4	2.4	-15.9	-4.4	12.7	1.3	-13.8
CN1CCN(/N=C/c2ccc(OCc3ccccc3)cc2)CC1	9.3	7.6	-3.0	2.1	-14.1	-16.9	2.7	-3.5	-9.8
O=C(NCc1ccccc1)C1(c2cccc(F)c2)CCCC1	-6.6	2.3	-0.8	-0.4	-1.3	-7.8	-2.4	13.9	6.5
CC1CCCC(NC(=O)COC(=O)COc2ccccc2Cl)C1C (configuration not stated)	5.5	0.6	-0.5	0.1	-14.3	-10.2	-1.1	11.3	3.5
CCc1nc(C)c(-c2ccccc2)c(=O)[nH]1	10.4	-0.6	-5.4	1.1	5.7	.	1.5	28.7	-11.3
Nc1ccc2c(c1)OCCOCCOCCOCCOCCO2	0.0	0.3	-27.1	0.9	-6.0	5.3	-0.7	3.6	3.4
O=C(NC(=S)N1CCN(C/C=C/c2ccccc2)CC1)c1c(F)cccc1F	19.9	1.9	-92.7	0.2	-3.8	-10.8	0.5	13.9	-24.6
COCc1cc(=O)n2[nH]c(-c3ccc(C)cc3)cc2n1	36.5	-1.9	2.0	0.0	-12.8	-8.5	-1.1	18.2	-2.5
Oc1[nH]c2ccccc2c1N=Nc1nc(Nc2ccccc2)nc(N2CCOCC2)n1	36.4	-13.5	5.8	0.4	-35.4	.	4.0	18.6	-35.9
CC(C)N1CCC(=NNC(=O)c2ccc(Br)o2)CC1	12.6	-2.8	-3.0	0.4	-13.1	-4.9	0.7	15.7	-1.9

Another view of part of the listing above.
FC(F)(F)Sc1ccc(NC(=S)NCc2ccccc2)cc1
- PPC-1+TRAIL kill: 1.1
- TNF necrop inh: 1.9
- Runt-SMMHC FRET: -3.4
- TRPML3 agonist: 2.4
- EBV gp42 block: -15.9
- Mdm2 ligase inh: -4.4
- zfTRPN1 agonist: 12.7
- CHOP inhibitor: 1.3
- NCF1 inh: -13.8
CN1CCN(/N=C/c2ccc(OCc3ccccc3)cc2)CC1
- PPC-1+TRAIL kill: 9.3
- TNF necrop inh: 7.6
- Runt-SMMHC FRET: -3.0
- TRPML3 agonist: 2.1
- EBV gp42 block: -14.1
- Mdm2 ligase inh: -16.9
- zfTRPN1 agonist: 2.7
- CHOP inhibitor: -3.5
- NCF1 inh: -9.8
O=C(NCc1ccccc1)C1(c2cccc(F)c2)CCCC1
- PPC-1+TRAIL kill: -6.6
- TNF necrop inh: 2.3
- Runt-SMMHC FRET: -0.8
- TRPML3 agonist: -0.4
- EBV gp42 block: -1.3
- Mdm2 ligase inh: -7.8
- zfTRPN1 agonist: -2.4
- CHOP inhibitor: 13.9
- NCF1 inh: 6.5
CC1CCCC(NC(=O)COC(=O)COc2ccccc2Cl)C1C (configuration not stated)
- PPC-1+TRAIL kill: 5.5
- TNF necrop inh: 0.6
- Runt-SMMHC FRET: -0.5
- TRPML3 agonist: 0.1
- EBV gp42 block: -14.3
- Mdm2 ligase inh: -10.2
- zfTRPN1 agonist: -1.1
- CHOP inhibitor: 11.3
- NCF1 inh: 3.5

Remaining list, next part
SMILES	PPC-1+TRAIL kill	TNF necrop inh	Runt-SMMHC FRET	TRPML3 agonist	EBV gp42 block	Mdm2 ligase inh	zfTRPN1 agonist	CHOP inhibitor	NCF1 inh
O=C(NNC(=O)C1CCN(S(=O)(=O)c2ccc(Cl)cc2)CC1)c1ccc(S(=O)(=O)N2CCCCC2)cc1	12.2	0.1	0.8	-0.2	-11.1	-1.4	-0.7	52.2	-7.2
Cc1nnc(N2CCN(c3ccccc3)CC2)[nH]c1=O	40.4	-0.3	3.3	0.4	-15.5	-0.9	-0.1	35.0	-12.6
O=C(/C=C/c1ccc(Cl)c(Cl)c1)NC1=NCCS1	-9.5	1.0	1.4	1.6	-5.7	-11.9	2.1	37.5	-11.7
CCN(CC)C(=O)CSc1nc2cc3c(cc2c(=O)n1CCCC(=O)NCCc1ccc(OC)c(OC)c1)OCO3	2.1	3.3	-1.4	-1.4	3.0	-8.9	-1.6	20.4	11.5
CCOC(=O)CSc1nnc(CNC(=O)c2ccco2)n1-c1ccc(F)cc1	8.2	-2.8	0.7	0.9	-15.2	-12.4	0.5	-7.7	-9.9
COc1ccc(CSc2ncn[nH]2)cc1[N+](=O)[O-]	39.0	3.1	4.9	0.5	-3.1	0.7	1.6	33.0	-2.5
Cc1ccc(S(=O)(=O)N2CCOCC2)cc1C(=O)NCc1cccnc1	44.6	0.7	3.4	0.7	-9.1	-7.0	-0.5	-12.6	-4.2
CCOC(=O)CC1C(=O)NCCN1c1nc2ccc(C)cn2c(=O)c1/C=C1\SC(=S)N(CC(C)C)C1=O (configuration not stated)	-1.1	-5.5	-232.2	5.3	14.6	-78.2	31.8*	9.7	-84.2
COC(=O)C1=[N+]([O-])OC(C(=O)OC)C1c1c[nH]c2ccccc12 (configuration not stated)	11.1	-0.3	-5.1	0.4	-26.5	0.7	0.1	-8.3	-6.4
C=CCn1c(SCC(=O)Nc2c(C)cccc2C)nnc1-c1ccncc1	-4.1	-2.6	3.6	-0.5	-9.0	-11.1	-1.5	-0.1	-3.1
O=[N+]([O-])c1ccc(CNC2CCCc3ccccc32)cc1 (configuration not stated)	20.9	0.8	72.2*	-0.3	-5.6	-10.1	-2.1	30.8	6.0
Cc1cc(C)nc(N/N=C/c2c(C)oc3ccccc23)n1	14.9	5.3	-1.0	0.0	-0.4	-13.2	-2.1	5.8	-5.4
CC(=O)c1sc(-c2ccccc2)cc1NS(=O)(=O)c1ccc(C)cc1	15.1	0.8	32.9	0.9	-8.9	-8.5	0.0	-2.8	-23.1
CC(C)NC(=O)Cn1cc(C(=O)COc2ccccc2)c2ccccc21	-3.8	0.3	-7.0	1.2	-13.2	-3.6	1.3	-0.8	-1.7
O=C(NCc1nc(-c2ccccc2)cs1)c1ccccc1	16.5	3.0	0.8	1.2	-1.7	-10.1	2.5	-16.1	8.8
Cn1c(NCCO)nc2c(c1=O)C1(CCCCC1)Cc1ccccc1-2	-3.4	-0.3	0.0	0.4	-12.1	-9.2	0.6	44.0	-1.6
CC(=O)N(Cc1cc(=O)[nH]c2ccccc12)c1ccccc1	-1.6	0.5	2.2	0.6	-9.6	-5.7	2.1	39.2	-10.0
CCOC(=O)c1cnn(-c2cc(Oc3ccccc3)ncn2)c1N	0.3	-1.4	-4.3	0.1	-2.4	2.2	-2.6	38.2	-13.8
Cc1ccc(S(=O)(=O)Cn2nnnc2CN2CCOCC2)cc1	-26.2	-1.7	0.2	1.1	-1.3	-5.0	0.6	7.9	-3.4
O=C(CSc1nnnn1C1CCCC1)Nc1cccc(NC(=O)c2ccco2)c1	-9.7	1.0	1.9	0.1	-16.8	-6.8	-0.1	12.9	-20.1
Cc1cccc(NC(=O)C2C(C(=O)O)C3C=CC2C32CC2)c1C (configuration not stated)	17.8	-2.3	-2.2	0.2	-4.9	6.9	-0.9	37.9	-1.2
COC(=O)c1ccc(C2/C(=C(/O)c3ccc(OC)cc3)C(=O)C(=O)N2Cc2ccco2)cc1 (configuration not stated)	.	-1.2	3.2	-0.2	.	.	0.6	.	.
CC(NC(=O)/C(=C/c1cccc([N+](=O)[O-])c1)NC(=O)c1ccco1)C(=O)O (configuration not stated)	6.7	0.5	-2.7	1.1	16.1	-7.3	0.3	8.1	-4.5
COc1ccc(CC(=O)Nc2nnc(C(C)C)s2)cc1	3.1	1.8	0.1	-0.8	-5.0	-0.8	-0.5	24.2	-11.2
C(=N\n1cnnc1)/c1ccc(OCc2ccccc2)cc1	14.5	1.1	-1.3	0.2	-25.7	-5.5	-1.2	7.5	-7.5
Cc1sc2c(c1C)CN(Cc1ccncc1)CN2C(=O)c1ccco1	-2.7	-0.7	0.9	-0.4	-9.6	-2.4	-0.5	-2.5	-9.3
O=C(COc1ccccc1)N1CCN(C(=O)c2cccc(F)c2)CC1	15.9	1.7	0.1	1.0	6.1	-3.8	-0.1	16.2	-7.4
CCCNC(=O)CCn1nc(-c2ccc(Cl)cc2)c2ccccc2c1=O	-4.4	-2.5	-2.1	-0.7	-11.9	-9.2	1.5	7.7	-5.9
CC1(C)Cc2nc3oc4c(SCC(N)=O)ncnc4c3cc2CO1	3.4	0.6	-0.2	-0.2	-6.0	-33.9	1.8	-10.8	-39.8

2 of the compounds above, with each value named.
Cc1sc2c(c1C)CN(Cc1ccncc1)CN2C(=O)c1ccco1
  PPC-1+TRAIL kill = -2.7; TNF necrop inh = -0.7; Runt-SMMHC FRET = 0.9; TRPML3 agonist = -0.4; EBV gp42 block = -9.6; Mdm2 ligase inh = -2.4; zfTRPN1 agonist = -0.5; CHOP inhibitor = -2.5; NCF1 inh = -9.3
O=C(COc1ccccc1)N1CCN(C(=O)c2cccc(F)c2)CC1
  PPC-1+TRAIL kill = 15.9; TNF necrop inh = 1.7; Runt-SMMHC FRET = 0.1; TRPML3 agonist = 1.0; EBV gp42 block = 6.1; Mdm2 ligase inh = -3.8; zfTRPN1 agonist = -0.1; CHOP inhibitor = 16.2; NCF1 inh = -7.4
